Screening data: PubChem BioAssay, several laboratories
PKA-R1A act – activators of PKA-R1A holoenzyme, primary screen, biochemical, fluorescence polarization, Cy5-IP20, bovine R1A, mouse PKAc. activation, % at 11.4 µM. PKA-R1A dissociation; scaled: DMSO 0%, 113 µM cGMP 100%. 340,000 compounds, 0.083% hits. cAMP-dependent protein kinase type I-alpha regulatory subunit (Bos taurus) + …;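 active means percent activation above the mean of all tested compounds plus 3 SD, cut at about 19% in these data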;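 further: higher means more PKAc released from R1A so a rise in polarization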
phage Ecoli inh – growth loss of phage-infected E. coli, primary screen, RecBCD inhibitor project, absorbance, with phage, HTS. 360,000 compounds, 0.26% hits. inhibition, % at 11.9 µM. AID 651602, 2012; in the data active means inhibition above about 11%
PfHsp90 yeast 2 – growth inhibition of PfHsp90-expressing yeast, primary screen, antimalarial PfHsp90 inhibitor project, S. cerevisiae, BacTiter-Glo luminescence, single point, set 2; BacTiter-Glo ATP, 48 h; yeast lacking PDR1 and PDR3 efflux regulators; inhibition, % at 9.4 µM; 310,000 compounds, 0.32% hits; AID 504621, 2011;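 active means every replicate shows inhibition above about 80%, whatever the replicate mean, limit read from the data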;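 further: 0% = DMSO neutral controls and 100% = 20 µM radicicol positive controls; yeast relying on Plasmodium falciparum Hsp90 in place of its own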
E coli growth – E. coli V3065 growth inhibition, primary screen, counter-screen for AddAB inhibitor project, absorbance, OD600; 18 h; inhibition, % at 11.9 µM; 330,000 compounds, 0.27% hits;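 active means inhibition above the campaign's mean inhibition across all tested compounds plus 3 SD, cut at about 9.9% in these data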;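 further: uninfected addAB+ strain grown without phage in ampicillin broth; 0% = DMSO wells and 100% = ciprofloxacin 0.95 µg/ml wells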
SUMO Mot1 rescue – yeast Mot1-301 growth rescue at high temperature, primary screen, SUMOylation pathway inhibitor project, S. cerevisiae, ATP luminescence, 38.5C. AID 2716, 2010. S. cerevisiae Mot1-301 growth rescue; percent above DMSO median, 100 means doubled. 320,000 compounds, 1% hits. growth rescue, % at 18.8 µM;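 active means every valid replicate shows activation above 250% relative to neutral control wells; inactive means the rest, any valid replicate at or below 250%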;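 further: OY570 slx delta 5 strain wells were the positive control but not used for scaling; some compounds called inactive have numbers as strong as hits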
MOR-DOR ag – agonists of OPRM1-OPRD1 heterodimerization, primary screen, cell-based, luminescence; cells; AID 504326, 2011; 340,000 compounds, 0.3% hits; Mu-type opioid receptor (Homo sapiens) + Delta-type opioid receptor (Homo sapiens), …; activation, % at 9.3 µM; in the data active means activation above about 18%;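 further: 0% = vehicle-treated cells and 100% = reference agonist; values of inactives mirror those of a sister screen read the other way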
DSG3 Ab inh – inhibitors of pemphigus antibody binding to DSG3, primary screen, biochemical, bead-based, flow cytometry, scFv-GFP. Desmoglein-3 (Homo sapiens), P32926. DSG3-coupled beads, scFv-anti-DSG3-GFP binding; hits give low values. binding (percent of control), % at 10 µM. 310,000 compounds, 0.48% hits;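 active means binding more than 3 SD below its plate's average and above zero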;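 further: hits lower antibody fragment binding to DSG3; some compounds called inactive have numbers as strong as hits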
Target sequence (P32926 whole entry, looked up, the tested form may be a part): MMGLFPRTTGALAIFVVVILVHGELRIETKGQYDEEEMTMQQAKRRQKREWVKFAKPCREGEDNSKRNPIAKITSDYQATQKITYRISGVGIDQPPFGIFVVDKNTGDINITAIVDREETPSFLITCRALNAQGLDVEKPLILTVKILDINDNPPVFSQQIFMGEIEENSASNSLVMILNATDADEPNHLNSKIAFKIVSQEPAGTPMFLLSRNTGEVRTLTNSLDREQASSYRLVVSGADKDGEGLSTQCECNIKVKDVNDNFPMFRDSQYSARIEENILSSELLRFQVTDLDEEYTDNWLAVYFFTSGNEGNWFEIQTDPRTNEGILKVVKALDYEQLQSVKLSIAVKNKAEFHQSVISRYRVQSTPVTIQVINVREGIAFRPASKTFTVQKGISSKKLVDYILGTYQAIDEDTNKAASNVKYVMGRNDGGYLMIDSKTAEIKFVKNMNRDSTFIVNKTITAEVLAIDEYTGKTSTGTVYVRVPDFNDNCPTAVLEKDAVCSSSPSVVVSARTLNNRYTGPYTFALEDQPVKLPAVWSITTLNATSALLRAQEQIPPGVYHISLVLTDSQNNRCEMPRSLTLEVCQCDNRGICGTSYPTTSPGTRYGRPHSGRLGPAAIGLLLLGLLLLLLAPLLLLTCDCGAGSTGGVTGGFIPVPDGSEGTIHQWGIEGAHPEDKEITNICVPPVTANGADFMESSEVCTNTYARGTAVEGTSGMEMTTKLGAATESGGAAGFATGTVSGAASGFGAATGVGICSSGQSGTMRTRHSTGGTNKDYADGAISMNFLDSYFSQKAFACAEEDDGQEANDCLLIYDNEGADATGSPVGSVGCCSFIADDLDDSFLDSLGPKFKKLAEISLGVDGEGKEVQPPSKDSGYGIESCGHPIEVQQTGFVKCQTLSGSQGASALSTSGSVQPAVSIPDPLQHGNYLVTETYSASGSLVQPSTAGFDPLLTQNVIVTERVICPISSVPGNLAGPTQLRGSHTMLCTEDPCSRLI
AddAB inh – growth inhibition of E. coli expressing H. pylori AddAB, primary screen, AddAB inhibitor project, absorbance; inhibition, % at 11.9 µM; 330,000 compounds, 0.29% hits; in the data active means inhibition above about 12%;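 further: 0% = vehicle wells of infected cells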
Tat transport – E. coli Tat export inhibitors, primary screen, MC4100, TorA-mCherry reporter, fluorescence, single point; inhibition, % at 10 µM; 340,000 compounds, 0.036% hits;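 active means mean replicate inhibition at least 50% and at least half of replicates individually reaching 50%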;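 further: exported cargo escapes ClpAP degradation while cytoplasmic cargo is degraded and loses fluorescence; 0% = median of neutral control wells and 100% = median of NaSCN control wells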
Arrestin-AP2 inh – inhibitors of beta-arrestin/AP2 binding, primary screen, biochemical, GPCR trafficking, flow cytometry; beta-arrestin 1 C-terminal peptide binding to AP2 beta2-adaptin appendage (human); FITC-arrestin peptide / GST-AP2 beads; AP2 beta2 appendage carries R879A mutation; inhibition, % at 10 µM; 340,000 compounds, 0.31% hits; AID 504490, 2011;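 active means inhibition above a set limit, near 3 SD of compounds lacking own fluorescence, cut at about 54% in these data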;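 further: plate controls were DMSO wells for no effect and 5 µM unlabelled arrestin peptide for full effect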
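Material – GST-tagged AP2 beta2-adaptin appendage (R879A) on 4 µm glutathione beads · Probe or stimulus – fluorescein-tagged arrestin peptide at 50 nM final · Timing – 12 min plus 1 h, RT · Detection – bead flow cytometry, FITC channel · Read-out basis – inhibition as reduced fluorescein signal on beads, percent · Medium – PBS plus Tween 20 (0.05%) and BSA (0.1%)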
OPRM1-OPRD1 inv – inverse agonists of MOR-DOR heterodimerization, primary screen, cell-based, luminescence | Mu-type opioid receptor (Homo sapiens) + Delta-type opioid receptor (Homo sapiens), … | cell-based MOR-DOR heterodimer luminescence, inverse agonism | inhibition, % at 9.3 µM | 340,000 compounds, 0.21% hits; in the data active means inhibition above about 22%, passing the limit was not always enough;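 further: 0% = cells with DMSO and 100% = wells without cells with DMSO; values of inactives mirror those of a sister screen read the other way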
Active calls of the source: *; x = no result given. An unsorted share of the library; about 2.8% have a hit in one of these screens.

nr	Compound	PKA-R1A act	phage Ecoli inh	PfHsp90 yeast 2	E coli growth	SUMO Mot1 rescue	MOR-DOR ag
1	O=C(CN1CCCC1)N1c2ccccc2Sc2ccc(C(F)(F)F)cc21	0	0.3	x	1.4	209	2.5
2	COc1ccccc1-n1c(SCC(=O)Nc2cccc(C(=O)O)c2)nnc1-c1ccccc1O	2	1.0	16	-0.6	-7	-2.7
3	O=C(NNC(=O)C1CC2CCC1C2)c1sc2ccccc2c1Cl (centres undefined)	-9	1.8	5	2.0	-5	-0.1
4	CC/C(=N\NC(=O)C1CC1)c1cccc(Cl)c1	3	5.1	27	-0.3	74	-2.2
5	O=C(c1cnccn1)N1CCc2c([nH]c3ccccc23)C1c1cccc(Cl)c1 (centres undefined)	-12	2.3	-12	-1.4	-3	1.7
6	COc1ccc(C2Nc3ccccc3C(=O)N2NS(=O)(=O)c2ccc(C)cc2)c(OC)c1 (centres undefined)	0	0.3	-9	0.3	-22	0.7
7	COC(=O)C1=C(C)Nc2nc(SCc3ccccc3)[nH]c(=O)c2C1c1cccs1 (centres undefined)	-10	3.3	-15	-2.4	-8	-2.1
8	Cc1ccccc1-n1nc(CSc2nc3ccccc3[nH]2)c(-c2ccccc2)c1N	-5	4.1	3	0.3	-21	0.6
9	Cn1c(CNc2ccc(Cl)cc2)nnc1SCCN1CCCCC1	-3	4.8	11	0.8	1	-3.2
10	Cc1ccc(N(C(C)C(=O)Nc2ccccc2C(=O)N2CCOCC2)S(C)(=O)=O)cc1C (centres undefined)	-16	2.5	18	1.8	x	-2.4
11	NC(=O)c1ccsc1NC(=O)COC(=O)c1cnccn1	-4	-2.1	0	1.6	1	-3.3
12	O=c1c2c([N+](=O)[O-])cc([N+](=O)[O-])cc2nc2ccccn12	1	0.1	2	4.7	37	6.1
13	O=C(CCS(=O)(=O)c1ccc(F)cc1)Nc1nc(-c2ccccn2)cs1	4	-5.2	4	-5.0	13	-0.2
14	CC(=O)Nc1cccc(Oc2ccc3c(c2)C(=O)N(CCC(=O)O)C3=O)c1	-15	0.6	-33	1.2	11	-1.0
15	Cc1cccc(NC(=O)N2CCC(c3nc4ccccc4o3)CC2)c1	-13	3.8	x	-1.2	-27	-0.7

nr	DSG3 Ab inh	AddAB inh	Tat transport	Arrestin-AP2 inh	OPRM1-OPRD1 inv
1	103	0.9	-2	10	-11
2	98	0.1	-1	11	13
3	101	1.8	-9	-10	1
4	100	1.1	-5	-6	11
5	96	-0.2	9	2	-9
6	102	2.4	-1	16	-4
7	97	-2.8	-2	19	12
8	95	1.4	14	4	-3
9	110	3.5	-6	2	13
10	111	1.9	3	0	13
11	80*	5.4	2	-2	12
12	100	5.4	-2	6	-30
13	131	-2.8	-6	38	1
14	102	2.5	3	7	6
15	97	1.6	-7	10	4

Continued; it opens with the three that closed the last part.
nr	Compound	PKA-R1A act	phage Ecoli inh	PfHsp90 yeast 2	E coli growth	SUMO Mot1 rescue	MOR-DOR ag
13	O=C(CCS(=O)(=O)c1ccc(F)cc1)Nc1nc(-c2ccccn2)cs1	4	-5.2	4	-5.0	13	-0.2
14	CC(=O)Nc1cccc(Oc2ccc3c(c2)C(=O)N(CCC(=O)O)C3=O)c1	-15	0.6	-33	1.2	11	-1.0
15	Cc1cccc(NC(=O)N2CCC(c3nc4ccccc4o3)CC2)c1	-13	3.8	x	-1.2	-27	-0.7
16	CC(C)(C)NS(=O)(=O)CC12CCC(CC1=O)C2(C)C (centres undefined)	-7	1.7	5	0.5	0	0.5
17	Cc1ccc(SCCC(=O)N/N=C/c2ccccc2O)cc1	-6	3.2	-3	-3.5	3	4.0
18	COc1ccc(NC(=O)Cc2c(F)cccc2Cl)c(OC)c1	8	1.8	-22	-0.9	10	-2.3
19	CCOc1ccc(N(CC(N)=O)S(=O)(=O)c2ccc(F)cc2)cc1	-18	1.5	-2	-1.6	-23	-2.9
20	CCC(=O)N=C1SC2CS(=O)(=O)CC2N1c1cccc(OC)c1 (centres undefined)	4	0.6	-6	-0.4	-19	0.9
21	CCOc1c(C)cnc2c1c(=O)n(Cc1ccc(Cl)cc1)c(=O)n2C	-8	1.3	4	-2.7	3	1.0
22	CCCCOCC1CC(CC#CCN2CCCCC2)C(=O)O1 (centres undefined)	6	4.2	-24	x	x	-0.4
23	CCOC(=O)c1c(NC(=O)c2ccoc2C)sc(C(=O)N(C)C)c1C	-9	1.6	-4	-1.9	-6	-2.8
24	CN(C)/C=N/C(=S)Nc1ccc(F)cc1	-8	-0.2	-7	-0.1	105	-2.2
25	CC(C)(C)C(=O)Oc1cc(N)n(S(=O)(=O)c2ccccc2)n1	2	1.6	-13	-3.0	8	-1.5
26	Cc1cc(N2CCCC2)nc2ccc(NC(=S)NCCCOC(C)C)cc12	-2	3.7	-17	-2.6	-1	-0.8
27	COc1ccc(CCNC(=O)c2nnn(CC(=O)Nc3ccccc3C)c2N)cc1OC	5	0.3	-37	0.5	332	-0.8
28	CN(C)S(=O)(=O)c1cc(NC(=O)C2=COCCO2)ccc1Cl	-4	2.1	9	0.1	-16	-2.3
29	COc1ccccc1OCC(=O)NNC(=O)CCCC(=O)NNC(=O)COc1ccccc1OC	-3	2.2	-1	1.7	10	-0.7
30	COc1ccc(CNC(=O)CN2C(=O)COc3ccc(S(=O)(=O)N4CCCCC4)cc32)cc1	12	3.7	7	1.5	-20	-1.5

nr	DSG3 Ab inh	AddAB inh	Tat transport	Arrestin-AP2 inh	OPRM1-OPRD1 inv
13	131	-2.8	-6	38	1
14	102	2.5	3	7	6
15	97	1.6	-7	10	4
16	100	1.5	1	22	-3
17	92	0.5	-2	7	-29
18	98	3.4	0	-9	12
19	x	2.1	0	7	12
20	x	-0.2	0	21	-6
21	109	2.5	-2	-14	-5
22	95	x	-8	38	2
23	90	-3.4	5	-6	14
24	112	3.6	0	-3	12
25	103	1.4	-3	-2	9
26	83	-2.2	-2	6	5
27	102	-0.8	2	14	5
28	x	0.4	2	17	9
29	117	0.8	-4	0	4
30	97	2.9	-3	31	8

Next part
nr	Compound	PKA-R1A act	phage Ecoli inh	PfHsp90 yeast 2	E coli growth	SUMO Mot1 rescue	MOR-DOR ag
31	Cc1cc(C)n(CC(C)NCc2c(C(=O)N3CCOCC3)nc3c(C)cccn23)n1 (centres undefined)	-13	1.8	-12	2.1	-10	-0.8
32	CN(C)c1ccc(/C=N/NC(=O)COc2ccccc2)cc1	-5	1.0	-31	1.4	83	3.5
33	CCC(=O)Nc1nc(C)c(C(=O)NC2CCCCC2)s1	7	0.6	x	1.8	-2	-0.1
34	CCOC(=O)N1CCC(NC(=O)CSc2cc(=O)n(C)c3ccccc23)CC1	-2	2.4	7	-1.3	150	-1.9
35	Cc1ccc(CN(C)C(=O)c2cccc(S(=O)(=O)N3CCc4ccccc43)c2)cc1	1	3.3	0	1.1	4	-1.9
36	CCc1ccc(C(=O)NNC(=O)c2cc(S(=O)(=O)N(C)C)ccc2N2CCCC2)cc1	-9	-0.4	3	0.4	0	-1.2
37	O=C1C2C3C=CC(C3)C2C(=O)N1CCc1ccccc1 (centres undefined)	-9	-1.7	1	0.7	-6	-1.6
38	NC(=O)c1cc[n+](Cc2ccccc2Cl)cc1	6	-0.6	-9	-0.2	15	0.3
39	CC(=O)Nc1ccc(OS(=O)(=O)c2ccc(C)cc2C)cc1	8	3.5	10	0.1	-16	-1.9
40	CC1(c2ccc(Cl)cc2)NC(=O)N(CC(=O)NC(=O)NCc2ccco2)C1=O (centres undefined)	4	1.9	17	-1.2	38	-1.6
41	CC(C)C(=O)C1=Cc2cccc([N+](=O)[O-])c2OC1N1CCOCC1 (centres undefined)	9	1.5	13	1.9	9	-2.5
42	COc1ccc(C(=O)C[n+]2ccc3c(c2)nc(-c2ccc(OC)cc2OC)n3C)cc1	-14	2.7	-17	-2.8	7	-1.5
43	Cn1c(SCc2ccccc2)nc(C(F)(F)F)cc1=O	-1	1.4	7	-1.2	4	6.5
44	COc1ccc(S(=O)(=O)N(C)c2ccc(C(=O)NC3CCCC3)cc2)cc1	-1	7.0	5	-0.6	473	-1.0
45	C=CCN1CCN(C(c2ccccc2OC)c2nnnn2C(C)(C)C)CC1 (centres undefined)	-7	3.0	6	-2.0	-12	0.9

nr	DSG3 Ab inh	AddAB inh	Tat transport	Arrestin-AP2 inh	OPRM1-OPRD1 inv
31	100	4.5	2	1	4
32	103	1.0	-6	16	-18
33	x	1.9	-2	35	1
34	106	1.2	4	2	10
35	89	0.0	-4	-1	10
36	103	5.7	2	2	6
37	106	0.6	-6	0	9
38	94	0.7	-8	-9	-2
39	105	0.5	-1	-9	10
40	107	-0.8	3	33	9
41	x	0.3	-3	27	10
42	x	1.7	2	0	9
43	102	-0.9	4	2	-34
44	99	4.0	-5	8	5
45	96	0.2	1	8	-5

Following part
nr	Compound	PKA-R1A act	phage Ecoli inh	PfHsp90 yeast 2	E coli growth	SUMO Mot1 rescue	MOR-DOR ag
46	CC(C)=CCc1c(O)c(CC=C(C)C)c2c(c1O)C(=O)CC(c1ccc(O)cc1)O2 (centres undefined)	-2	-0.8	x	0.7	-15	2.7
47	CCOC(=O)c1c(-c2ccccc2)oc2ccc(OCC)cc12	0	3.1	-2	1.6	-13	1.4
48	Cc1cc(C(=O)N[C@H](c2ccccc2)[C@@]2(C)C[C@@H]2[C@@H](C)C(=O)Nc2ccc3ccccc3c2)n(C)n1	11	4.0	-14	-1.5	7	-0.2
49	O=C(CSc1ccc(Cl)cc1)Nc1ccccc1N1CCN(C(=O)c2ccc(Cl)cc2)CC1	-3	1.8	-9	-0.6	18	-0.7
50	CCC(C)C(=O)Nc1ccc([N+](=O)[O-])cc1OC (centres undefined)	0	1.7	24	0.6	-6	-0.5

nr	DSG3 Ab inh	AddAB inh	Tat transport	Arrestin-AP2 inh	OPRM1-OPRD1 inv
46	102	5.2	-1	5	-15
47	83	1.2	0	-9	-9
48	107	-0.2	1	16	1
49	99	4.9	-4	1	4
50	100	-0.2	-6	7	3
